HTR5A inv ctr – HTR5A inverse agonists in luminescence cell assay, primary screen, counter-screen for OPRM1-OPRD1 heterodimer inverse agonist project, full-deck HTS | inhibition, % at 9.3 µM | 5-hydroxytryptamine receptor 5A (Homo sapiens), P47898 | HTR5A cell line, inverse agonism | 340,000 compounds, 0.083% hits; in the data active = inhibition mostly above about 23%, no sharp cut-off; inactive = mostly below about 18%;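 also: 0% = cells with DMSO and 100% = no-cell wells with DMSO; some compounds called inactive have numbers as strong as hits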
Target sequence (P47898 whole entry, looked up): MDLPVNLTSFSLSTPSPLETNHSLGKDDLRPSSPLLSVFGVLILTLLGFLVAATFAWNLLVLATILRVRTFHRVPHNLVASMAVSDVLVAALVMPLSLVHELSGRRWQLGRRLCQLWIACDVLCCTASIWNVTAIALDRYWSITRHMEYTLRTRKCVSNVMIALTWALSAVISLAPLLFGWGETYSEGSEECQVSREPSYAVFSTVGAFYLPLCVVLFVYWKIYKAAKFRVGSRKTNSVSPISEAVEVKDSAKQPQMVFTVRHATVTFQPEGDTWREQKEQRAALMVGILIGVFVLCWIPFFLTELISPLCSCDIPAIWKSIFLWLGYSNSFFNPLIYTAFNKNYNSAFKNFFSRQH
PfHsp90 set2 – growth inhibition of PfHsp90-expressing yeast, primary screen, antimalarial PfHsp90 inhibitor project, S. cerevisiae, BacTiter-Glo luminescence, single point, set 2. BacTiter-Glo ATP, 48 h; yeast lacking PDR1 and PDR3 efflux regulators. inhibition, % at 9.4 µM. 310,000 compounds, 0.32% hits. AID 504621, 2011;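 active = every replicate shows inhibition above about 80%, whatever the replicate mean, limit read from the data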;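 also: 0% = DMSO neutral controls and 100% = 20 µM radicicol positive controls; yeast relying on Plasmodium falciparum Hsp90 in place of its own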
AddAB inh – growth inhibition of E. coli expressing H. pylori AddAB, primary screen, AddAB inhibitor project, absorbance. inhibition, % at 11.9 µM. 330,000 compounds, 0.29% hits; in the data active = inhibition above about 12%;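 also: 0% = vehicle wells of infected cells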
Mot1-301 SUMO – yeast Mot1-301 growth rescue at high temperature, primary screen, SUMOylation pathway inhibitor project, S. cerevisiae, ATP luminescence, 38.5C; S. cerevisiae Mot1-301 growth rescue; percent above DMSO median, 100 means doubled; growth rescue, % at 18.8 µM; 320,000 compounds, 1% hits; AID 2716, 2010;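 active = every valid replicate shows activation above 250% relative to neutral control wells; inactive = the rest, any valid replicate at or below 250%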;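 also: OY570 slx delta 5 strain wells were the positive control but not used for scaling; some compounds called inactive have numbers as strong as hits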
Tat transport – E. coli Tat export inhibitors, primary screen, MC4100, TorA-mCherry reporter, fluorescence, single point | inhibition, % at 10 µM | 340,000 compounds, 0.036% hits;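 active = mean replicate inhibition at least 50% and at least half of replicates individually reaching 50%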;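 also: exported cargo escapes ClpAP degradation while cytoplasmic cargo is degraded and loses fluorescence; 0% = median of neutral control wells and 100% = median of NaSCN control wells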
phage Ecoli inh – growth loss of phage-infected E. coli, primary screen, RecBCD inhibitor project, absorbance, with phage, HTS; 360,000 compounds, 0.26% hits; inhibition, % at 11.9 µM; in the data active = inhibition above about 11%
E coli growth – E. coli V3065 growth inhibition, primary screen, counter-screen for AddAB inhibitor project, absorbance, OD600; 18 h; 330,000 compounds, 0.27% hits; inhibition, % at 11.9 µM; AID 449728, 2010;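 active = inhibition above the campaign's mean inhibition across all tested compounds plus 3 SD, cut at about 9.9% in these data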;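 also: uninfected addAB+ strain grown without phage in ampicillin broth; 0% = DMSO wells and 100% = ciprofloxacin 0.95 µg/ml wells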
PKA-R1A act – activators of PKA-R1A holoenzyme, primary screen, biochemical, fluorescence polarization, Cy5-IP20, bovine R1A, mouse PKAc. PKA-R1A dissociation; scaled: DMSO 0%, 113 µM cGMP 100%. cAMP-dependent protein kinase type I-alpha regulatory subunit (Bos taurus) + …. activation, % at 11.4 µM. 340,000 compounds, 0.083% hits. AID 504707, 2011;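 active = percent activation above the mean of all tested compounds plus 3 SD, cut at about 19% in these data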;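 also: higher means more PKAc released from R1A so a rise in polarization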
PKA-R2B activ – activators of PKA-R2B holoenzyme, primary screen, biochemical, fluorescence polarization, Cy5-IP20, human; cAMP-dependent protein kinase catalytic subunit beta (Homo sapiens) + cAMP-dependent …; PKA-R2B holoenzyme dissociation; R2B truncated from residue 108, S112A mutant; 0% DMSO only, 100% 113 µM cGMP; activation, % at 11.4 µM; 340,000 compounds, 0.079% hits; AID 504700, 2011;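 active = activation above a cutoff set at the mean over all compounds plus 3 SD, cut at about 18% in these data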;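 also: higher means more holoenzyme dissociation and a rise in polarization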
Target sequence (P31323 whole entry, looked up, other chains not shown, the tested form may be a part): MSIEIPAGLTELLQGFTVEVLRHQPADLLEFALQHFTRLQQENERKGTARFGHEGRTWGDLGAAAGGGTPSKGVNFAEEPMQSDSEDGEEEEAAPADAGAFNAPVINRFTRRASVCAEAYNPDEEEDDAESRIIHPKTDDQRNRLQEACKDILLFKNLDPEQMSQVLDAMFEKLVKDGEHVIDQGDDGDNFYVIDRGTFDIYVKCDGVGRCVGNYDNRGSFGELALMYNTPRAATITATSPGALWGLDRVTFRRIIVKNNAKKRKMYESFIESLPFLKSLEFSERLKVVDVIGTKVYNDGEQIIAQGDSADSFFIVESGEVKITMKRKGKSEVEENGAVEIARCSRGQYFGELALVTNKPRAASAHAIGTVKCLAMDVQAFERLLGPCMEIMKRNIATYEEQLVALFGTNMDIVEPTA
MOR-DOR ag – agonists of OPRM1-OPRD1 heterodimerization, primary screen, cell-based, luminescence | activation, % at 9.3 µM | 340,000 compounds, 0.3% hits | cells; in the data active = activation above about 18%;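 also: 0% = vehicle-treated cells and 100% = reference agonist; values of inactives mirror those of a sister screen read the other way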
OPRM1-OPRD1 inv – inverse agonists of MOR-DOR heterodimerization, primary screen, cell-based, luminescence | AID 504357, 2011 | cell-based MOR-DOR heterodimer luminescence, inverse agonism | inhibition, % at 9.3 µM | 340,000 compounds, 0.21% hits | Mu-type opioid receptor (Homo sapiens) + Delta-type opioid receptor (Homo sapiens), …; in the data active = inhibition above about 22%, passing the limit was not always enough;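 also: 0% = cells with DMSO and 100% = wells without cells with DMSO; values of inactives mirror those of a sister screen read the other way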
Starred values were filed as active, the others as inactive; / = no result given. Hits appear at their usual frequency; about 2.2% have a hit in one of these screens.

The opening 2 records as a preview:
SMILES	HTR5A inv ctr	PfHsp90 set2	AddAB inh	Mot1-301 SUMO	Tat transport	phage Ecoli inh	E coli growth	PKA-R1A act	PKA-R2B activ	MOR-DOR ag	OPRM1-OPRD1 inv
Cc1ccc(-c2nnc3n2CCCCC3)cc1	5	/	0.7	44	-4	4.6	2.0	5	6	-1.9	9
Cc1cccc(/C=N/c2sc3c(c2C(=O)OC(C)(C)C)CCN(C)C3)c1O	7	1	2.1	-4	-12	3.3	-1.6	0	9	-1.6	10

The whole of this part, from the first entry:
SMILES	HTR5A inv ctr	PfHsp90 set2	AddAB inh	Mot1-301 SUMO	Tat transport	phage Ecoli inh	E coli growth	PKA-R1A act	PKA-R2B activ	MOR-DOR ag	OPRM1-OPRD1 inv
Cc1ccc(-c2nnc3n2CCCCC3)cc1	5	/	0.7	44	-4	4.6	2.0	5	6	-1.9	9
Cc1cccc(/C=N/c2sc3c(c2C(=O)OC(C)(C)C)CCN(C)C3)c1O	7	1	2.1	-4	-12	3.3	-1.6	0	9	-1.6	10
N#C/C(=C\c1cccnc1)C(=O)Nc1ccc(O)cc1F	1	-16	0.9	-16	-37	2.2	-2.7	5	-7	-2.0	9
CCCCCCC(C)n1[nH]c(=O)c2c(C)cc(=O)[nH]c21 (stereo unspecified)	9	-4	2.5	531*	-9	1.1	-0.1	15	10	2.0	-11
CCn1ccnc1C(O)c1cccc2ccccc12 (stereo unspecified)	-16	13	/	-17	-6	4.2	/	7	-7	-1.9	9
O=C(O)c1ccc(Cn2cnc3sc4c(c3c2=O)CCCC4)cc1	-1	31	3.1	-5	27	3.0	0.3	-5	-5	-5.9	28
COCC(=O)N=Nc1c(O)[nH]c2ccccc12	-15	-32	0.1	/	1	4.9	-1.6	4	-1	0.7	-5
Cc1ccc(COn2c(-c3ccc(Cl)cc3)nc3ccc([N+](=O)[O-])cc32)cc1	2	-3	2.8	4	-4	4.7	-1.2	-11	-18	2.1	-11
COc1ccc(NC(=O)C2C(=O)N(C)C3(C)CC2c2ccccc2O3)cc1 (stereo unspecified)	-39	-7	3.8	-10	2	-0.8	-1.1	-9	-10	-0.5	3
S=C(c1ccc(-c2ccccc2Cl)o1)N1CCOCC1	-5	-1	-0.2	67	0	/	-1.5	-2	12	1.6	-9
CC(C)(C)c1ccc(NC(=S)NCc2cccs2)cc1	-29	8	0.9	21	4	6.9	0.6	-19	-12	9.8	-48
CCCCCC(O)CCC(=O)NNC1=CC(=O)CC(C)(C)C1 (stereo unspecified)	2	-1	1.4	-8	25	2.1	-1.6	2	-6	-1.9	10
COc1ccc(C(=O)CSc2nccc(=O)[nH]2)cc1	-11	-3	0.7	2	-8	0.4	-2.4	1	-3	-2.1	9
Cc1ccc(S(=O)(=O)N2CCC(C(=O)NNC(=O)c3ccc(F)cc3)CC2)cc1	-3	10	0.2	-29	-1	4.1	-2.0	-2	0	-0.7	4
O=C(Nc1ccc2c(c1)OCCO2)c1coc2ccccc2c1=O	6	-8	1.8	-17	1	1.4	0.5	8	2	-0.4	2
CCCS(=O)(=O)Nc1ccc2cn[nH]c2c1	1	/	-0.8	0	0	-0.2	-2.3	-7	-3	-1.2	6
c1ccc2c3c([nH]c2c1)CCNC3	24	-9	0.5	-2	7	-1.3	-0.1	5	3	-0.2	1
COc1cc(S(=O)(=O)Nc2cccnc2)ccc1F	-17	6	1.3	-2	2	1.0	-3.0	10	0	-0.9	4
CCOC(=O)c1cc(C#N)c(N2CCCCC2)nc1-c1ccccc1	20	/	2.0	6	-5	2.6	-1.6	-10	2	2.4	-12
O=C(CNS(=O)(=O)c1ccccc1F)NNC(=O)c1ccc(Br)cc1	4	-10	/	/	3	0.7	/	-11	-3	-2.7	14
CC(=O)N1CCc2cc(S(=O)(=O)NCC(=O)NCc3ccccc3Cl)ccc21	-9	-5	4.2	4	-3	0.6	-1.0	-3	-6	-1.5	8
Cc1ccc2c(CN3CCCCC3)cc(=O)oc2c1C	-7	-15	-0.1	-13	0	-0.8	2.0	-7	-4	-0.1	0
CCOC(=O)C1=C(COC(=O)CCc2ccccc2)NC(=O)NC1C (stereo unspecified)	14	10	1.1	12	4	-1.1	1.1	-2	1	-2.9	12
O=C(C1CCCCC1)N1CCN(c2ccccc2F)CC1	-20	/	0.8	4	3	2.5	-2.5	-7	1	0.7	-4
Cc1ccc(Nc2c(-c3ccc(C)o3)nc3ncccn23)cc1	4	9	1.1	7	-5	3.4	3.5	-2	-2	0.7	-3
COc1ccc(N(CC(=O)NC2CCCCC2)C(=O)CCC(=O)Nc2nc(C)cs2)cc1OC	9	-24	4.0	160	4	0.6	0.6	-3	0	-0.7	6
CCOc1nc(N2CCCCC2)nc(-n2cc(-c3ccccc3)nn2)n1	7	16	1.1	6	-1	2.5	1.2	2	5	0.6	-3
Cc1cc(NC(=O)CCC(=O)N(c2ccc(F)cc2)C(C(=O)NC2CCCC2)c2ccc(C)o2)no1 (stereo unspecified)	-5	-13	3.7	143	4	0.5	-1.0	-2	-5	-0.1	1
CCN(CCCNC(=O)CCc1nc(-c2ccc(C)cc2)no1)c1cccc(C)c1	2	-16	-2.0	22	20	0.9	0.0	-7	-4	2.1	-9
COc1ccc(N2CCN(CC(=O)Nc3cccc(S(=O)(=O)N4CCOCC4)c3)CC2)cc1	11	/	2.0	-1	5	2.9	-0.8	-3	-18	-2.7	14
N#Cc1c(NC(=O)c2cc(C3CC3)on2)sc2c1CCC2	-10	16	-0.2	55	0	2.5	1.6	1	-11	-1.8	11
S=C(NCCc1ccccc1)Nc1c(Cl)cccc1Cl	-29	-24	1.8	18	1	2.7	0.3	0	6	0.0	0
O=C1CC(SCc2nc3ccccc3[nH]2)C(=O)N1c1cccc(F)c1 (stereo unspecified)	8	-10	0.1	-6	4	-1.4	-0.1	4	1	-2.7	16
S=C(NCc1ccccc1)NC1CCCc2ccccc21 (stereo unspecified)	/	-6	5.6	26	8	4.3	2.8	/	/	/	/
COc1ccc(N=C2S/C(=C\c3ccc(C)s3)C(=O)N2CC(C)C)cc1	5	43	2.7	-4	-3	3.3	2.1	-8	1	-0.5	3
O=C(Nc1ccc(OC(F)(F)F)cc1)c1cnc2n(c1=O)CCS2	-19	9	2.0	-19	2	1.9	1.3	1	-4	-0.4	2
COc1cc(S(=O)(=O)Nc2ncccc2C)c(OC)cc1Cl	-26	-7	0.9	10	1	0.6	-1.4	-15	-10	-1.8	8
OC[C@H]1OC(O)[C@H](O)[C@@H](O)[C@H]1O (stereo partly specified)	-1	-15	-5.6	4	-6	3.5	-3.7	8	2	-0.3	2
COCc1nc2ccccc2n1Cc1ccccc1Br	9	-20	-1.2	-13	-7	-0.4	-1.3	-4	-2	1.8	-9
O=C(O)CCSc1nnnn1-c1ccccc1	7	4	2.1	2	-12	2.7	0.4	-2	0	0.4	-2
O=C(CNC(=O)c1ccco1)NCC(=O)OCc1ccc(Cl)cc1	-29	6	0.0	-20	-4	2.1	0.7	-7	-6	-1.7	9
CC1CCN(C(=S)c2cn(Cc3cccc(F)c3)c3ccccc23)CC1	10	-18	1.3	75	-11	4.8	-0.3	-12	-6	-0.7	5
CCOC(=O)Nc1cc(C)ccc1OC	-2	/	-1.7	-12	-6	-0.8	-4.8	6	-18	0.7	-4
Nc1cc(N2CCCCCC2)c2nonc2c1[N+](=O)[O-]	7	5	0.8	-3	2	0.6	-0.7	-9	-2	-0.8	4
CSc1nnc(CCNS(=O)(=O)c2ccc(Br)cc2)n1C	6	-8	4.7	-1	-1	1.2	0.8	-6	7	-1.1	7
Cc1ccc(-n2ncc3c2CCCC3NC(=O)c2ocnc2C)cc1C (stereo unspecified)	4	-13	0.1	5	-1	1.4	-1.8	-4	-3	-3.0	10
NC(=O)c1cccc(N=Cc2cc(Cl)cc(Cl)c2O)c1	-5	37	/	/	-5	5.5	/	1	-5	1.4	-8
COc1ccccc1N/C(=N/S(=O)(=O)c1ccc(C)cc1)c1ccc(Cl)cc1	19	-43	2.3	1	14	1.0	0.9	7	5	-1.4	8
Cc1c(Cl)cccc1NC(=S)N(CCN(C)C)C(C)c1ccco1 (stereo unspecified)	-2	-13	1.5	8	-10	-0.6	-0.7	-17	1	-0.2	1
COc1cccc(C(c2cccc(OC)c2)c2ccccc2C(=O)O)c1	1	-12	/	/	5	2.0	/	-8	7	-1.9	10
O=C(COC(=O)CCSc1ccccc1)Nc1ccccc1Br	-9	9	-2.9	29	-2	-0.9	-2.6	4	-2	-0.2	1
Cc1nnc(SCCCCSc2nnc(C)c(=O)[nH]2)[nH]c1=O	0	-10	-1.4	2	-4	3.3	-1.7	-8	1	-2.3	13
CC(C)C(NC(=O)CNC(=O)OC(C)(C)C)C(=O)NCc1ccc(Cl)cc1 (stereo unspecified)	-8	-13	1.1	-17	-10	2.9	1.8	-4	6	-0.1	1
Cc1cc(OCC(=O)OCC(=O)NCc2ccc3c(c2)OCO3)ccc1Cl	23	18	0.8	-11	-3	-1.1	-0.3	4	-1	-2.9	11
COc1ccc(OCC(=O)N/N=C(\C)c2cccs2)cc1	0	44	0.3	177	-4	1.4	-0.1	-1	-10	-0.1	0
COc1ccc(S(=O)(=O)N(C)CC(=O)N2CCC(C(N)=O)CC2)cc1	-2	-5	3.5	3	-3	2.2	1.6	-2	-4	-3.1	18
CNC(=S)N1N=C(c2ccc(OC)cc2)CC1c1ccc(N(C)C)cc1 (stereo unspecified)	4	19	-2.6	-2	-5	2.8	-2.1	-12	-2	-0.8	5
CC1Cc2ccccc2C(=O)N1 (stereo unspecified)	-12	-2	2.1	-13	0	1.3	-1.4	-3	7	-1.8	9
Cc1ccc(Cn2c(=N)c(S(=O)(=O)c3ccc(Br)cc3)cc3c(=O)n4ccccc4nc32)cc1	10	-18	1.4	5	-9	/	-1.1	-8	-5	-0.4	2
Cn1cccc1Cc1nnc(SCC(=O)Nc2cccc(F)c2)n1CCc1ccccc1	1	-20	3.5	11	10	4.0	-0.3	7	-11	-0.9	5
CCOC(=O)c1c(C)n(C)c2ccc(OC(=O)c3ccoc3)cc12	-8	5	2.6	4	0	0.9	-1.2	-7	0	-1.5	9
